Compound activity: PubChem, several laboratories
OX1R antag: blocks the human orexin 1 receptor; CHO/OX1R cells, Fluo-8 calcium fluorescence, orexin A; inhibition, % at 5 µM; actives 0.43% (n = 330,000);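 active means inhibition above its plate's threshold, mean inhibition of all tested compounds on the plate plus 3 SD, cut at about 37% in these data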;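 further: 0% = orexin A challenge wells and 100% = SB-334867-A antagonist wells; not every result past the cut was called active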
Target sequence (O43613 whole entry, looked up): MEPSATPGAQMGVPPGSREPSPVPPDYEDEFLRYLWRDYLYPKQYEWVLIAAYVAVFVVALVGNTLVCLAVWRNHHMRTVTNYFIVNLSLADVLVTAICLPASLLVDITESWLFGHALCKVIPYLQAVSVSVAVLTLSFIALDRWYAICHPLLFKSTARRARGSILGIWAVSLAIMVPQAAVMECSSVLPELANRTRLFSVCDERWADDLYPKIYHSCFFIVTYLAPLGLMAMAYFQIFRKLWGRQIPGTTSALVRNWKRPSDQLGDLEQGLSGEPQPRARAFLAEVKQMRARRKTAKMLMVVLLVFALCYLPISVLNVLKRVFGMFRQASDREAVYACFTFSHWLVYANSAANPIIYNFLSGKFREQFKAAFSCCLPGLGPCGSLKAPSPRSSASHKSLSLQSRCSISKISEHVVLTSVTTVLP
CHT PAM: human CHT allosteric activation | Q9GZV3 | CHT-expressing cells, membrane potential dye, choline EC20; hits give high values; LV-AA mutant CHT in HEK293 cells | B-score at 10 µM | actives 0.49% (n = 310,000);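 active means initial fluorescence not abnormally high and integrated response B-score, plate-corrected, over 3 SD above library mean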
Target sequence (Q9GZV3 whole entry, looked up): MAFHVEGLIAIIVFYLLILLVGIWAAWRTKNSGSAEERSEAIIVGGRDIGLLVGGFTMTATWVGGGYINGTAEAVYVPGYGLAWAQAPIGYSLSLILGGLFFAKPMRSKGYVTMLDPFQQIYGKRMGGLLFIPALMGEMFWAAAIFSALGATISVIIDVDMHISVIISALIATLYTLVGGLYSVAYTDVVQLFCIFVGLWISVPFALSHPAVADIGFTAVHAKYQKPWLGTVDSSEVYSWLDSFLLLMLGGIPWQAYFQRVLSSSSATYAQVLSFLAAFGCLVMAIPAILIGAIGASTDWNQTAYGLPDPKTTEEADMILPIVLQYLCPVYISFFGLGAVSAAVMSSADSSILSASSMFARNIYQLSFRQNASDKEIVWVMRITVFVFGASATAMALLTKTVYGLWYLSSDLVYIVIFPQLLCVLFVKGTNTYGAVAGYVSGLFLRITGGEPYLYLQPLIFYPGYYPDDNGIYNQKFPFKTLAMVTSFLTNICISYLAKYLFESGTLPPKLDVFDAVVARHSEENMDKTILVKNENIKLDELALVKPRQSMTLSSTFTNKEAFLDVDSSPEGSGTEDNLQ
An asterisk follows results filed as active; i = inactive; · = no result given.

SMILES	OX1R antag	CHT PAM
CCOC(=O)c1cc2c(ccn2C)n1CC(=O)N(Cc1ccccc1)c1ccc(F)cc1	-29	i
COc1ccc(NC(=O)C(=O)NCC(c2ccco2)N2CCc3ccccc32)cc1 (configuration not stated)	-23	i
COC(=O)NC1c2ccccc2Oc2ccccc21	-7	i
CNc1ccc(Oc2c(F)c(F)nc(F)c2F)cc1	29	i
COC(=O)C1=C(C)N(Cc2ccccc2)C(=NCCc2cccnc2)N[C@H]1c1ccc(Br)cc1	13	·
Cc1ccc(S(=O)(=O)N2CCC[C@H]2C(=O)OCC(=O)Nc2ccc3c(c2)OCO3)cc1	-21	·
O=C(Nc1nc2c(s1)CCCC2)c1cccs1	-27	i
O=C(c1ccc(Br)cc1)c1cn[nH]c1-c1ccccc1O	0	i
CN(Cc1ccccc1)C(=O)COC(=O)c1ccc[nH]c1=O	-3	·
CC1(c2ccc3ccccc3c2)NC(=O)N(CC(=O)Nc2cccc(S(=O)(=O)N3CCOCC3)c2)C1=O (configuration not stated)	-11	i
COc1cccc(NC(=O)C(=O)N2CCOCC2)c1	-8	i
Cc1cccc(OCC(=O)N2CCC(N3CCOCC3)CC2)c1	-1	i
CCCN(CCC)S(=O)(=O)c1ccc(C(=O)Nc2nnc(CSC)o2)cc1	-26	i
CSc1cccc(NC(=O)c2sc3nc4n(c(=O)c3c2C)CCC4)c1	-7	i
C[C@H]1C=C(C(=O)NCc2ccccc2)O[C@@H](OCc2ccc(CO)cc2)C1	-8	i
Nc1cc(-c2ccccc2)n2c(n1)nc1ccccc12	-22	i
O=c1oc(-c2cccs2)nc2sc3c(c12)CCC3	8	i
CCOc1ccc(NS(=O)(=O)c2ccc(OCC)c3ncccc23)cc1	-39	i
C[C@]12C(=O)N(c3ccc(F)cc3)C(=O)N1[C@@H]1c3ccccc3OC[C@@H]1[C@H]2c1ccccc1	-19	i
CCC(OC(=O)c1cc2sccc2n1C)C(=O)NCc1ccco1 (configuration not stated)	-28	i
CC(CC(=O)Nc1nc2ccccc2[nH]1)c1ccccc1 (configuration not stated)	-25	i
O=C(Nc1ccccc1C(=O)N1CCOCC1)c1ccc([N+](=O)[O-])cc1	-14	i
COCCNC(=O)c1ccc(-c2csc(C)n2)cc1	-7	i
COC(=O)c1c(NC(=O)CN2C(=O)NC(CCc3ccccc3)C2=O)sc2c1CCCCC2 (configuration not stated)	-24	i
O=C(Cn1nnc2ccccc2c1=O)NCCc1ccc(Cl)cc1Cl	-13	i
COc1cc(/C=N/NC(=O)C(Cc2c[nH]c3ccccc23)NC(=O)OCc2ccccc2)cc([N+](=O)[O-])c1O (configuration not stated)	11	i
CCOc1ccc(-n2c(Cc3cc(=O)[nH]c(=O)[nH]3)nnc2SCC)cc1	-7	i
N#Cc1ccc(/C=N/NC(=O)c2ccccc2F)cc1	-2	i
Cc1ccc(C)c(NC(=O)/C(C#N)=C/c2cn(CC(=O)NCc3ccco3)c3ccccc23)c1	-1	i
Cc1ccccc1NC(=O)Cc1nc(COC(=O)CCC(=O)c2ccccc2)cs1	-19	·
CCOc1ccc(-n2nnnc2SCC(=O)N2CCOCC2)cc1	10	i
CC(=O)N1CCc2cc(S(=O)(=O)NC(CC(C)C)C(=O)N3CCn4c3nc3ccccc34)ccc21 (configuration not stated)	-36	i
NC(=O)C1(N2CCCCC2)CCN(C(=O)NC23CC4CC(CC(C4)C2)C3)CC1	-14	i
CSc1ccc(NC(=O)Nc2cccn(Cc3ccccc3)c2=O)cc1	-7	i
Cc1ccc(C2NC(=O)c3c(sc(C)c3C)N2)c(O)c1 (configuration not stated)	-8	i
C=CCn1c(-c2sccc2C)n[nH]c1=S	-18	i
CC(=O)N1N=C(c2cccs2)CC1c1ccco1 (configuration not stated)	-5	i
O=C(CSCc1c(F)cccc1Cl)Nc1cccnc1	-2	i
CCOc1ccccc1CN1CCNC(=O)C1CC(=O)NC1CCCCCCC1 (configuration not stated)	-15	i
O=C(CSc1nnc(-c2ccncc2)n1Cc1ccccc1)Nc1nccs1	-31	i

Profiles from above:
CSc1ccc(NC(=O)Nc2cccn(Cc3ccccc3)c2=O)cc1 as listed: OX1R antag: -7; CHT PAM: i
NC(=O)C1(N2CCCCC2)CCN(C(=O)NC23CC4CC(CC(C4)C2)C3)CC1 as listed: OX1R antag: -14; CHT PAM: i

Further entries.
SMILES	OX1R antag	CHT PAM
COc1ccc2c(c1)OC(O)(C(F)(F)F)CC2=O (configuration not stated)	-5	i
Cc1ccccc1OCC(=O)OC(C(=O)c1ccccc1)c1ccccc1 (configuration not stated)	-18	i
N#CCC(=O)N/N=C/c1cn(Cc2cccc3ccccc23)c2ccccc12	3	i
Cc1ccc(C(=O)Nc2ccc(C(=O)O)cc2)cc1S(=O)(=O)Nc1cccc([N+](=O)[O-])c1	-9	i
COc1ccccc1C(CNC(=O)C(CCSC)NS(=O)(=O)c1ccccc1F)N1CCCC1 (configuration not stated)	-29	i
O=C(O)C1CCCCC1C(=O)Nc1ccc2c(c1)OCCO2 (configuration not stated)	-2	i
CCC[C@@H]1C[C@@]1(CCC)[C@@H](NC(=O)c1ccccc1)c1ccc(C(=O)OC)cc1	-9	i
O=C(NNS(=O)(=O)c1ccc(F)cc1)c1sccc1-n1cccc1	-1	i
CCC(Cc1ccccc1)NCc1c(C(=O)O)c(C)n(Cc2ccccc2)c1C (configuration not stated)	-15	i
COc1ccc(NC(=O)CN(C)C(=O)C2CCCO2)cc1 (configuration not stated)	-3	·
COc1cc(C(=O)NC2CCCCC2)ccc1OC1CCN(C(C)=O)CC1	-13	i
CCCOc1ccc(CNC(=O)C2CCN(C(=O)N3CCOc4ccccc43)CC2)cc1	-23	i
N#CC1=C(N)Oc2cc(Nc3ccccc3)ccc2C1c1ccncc1 (configuration not stated)	-11	i
COc1cccc(CN2CCNC(=O)C2CC(=O)NCCc2nc(C)c(C)s2)c1OC (configuration not stated)	-11	i
Cc1cc(C)c2[nH]c(=O)c(C(c3nnnn3C(C)(C)C)N(Cc3ccco3)CC3CCCO3)cc2c1 (configuration not stated)	-20	i
CCN(CC)C(=O)[C@H]1C[C@H](CC(=O)NCC23CC4CC(CC(C4)C2)C3)C(=O)N2CCc3c([nH]c4cc(-c5ccco5)ccc34)[C@]12C	-22	·
Cc1ccc(OCC(=O)Nn2c(C)nc3ccccc3c2=O)c(C(C)C)c1	-13	i
CCOc1ccc(NC(=O)C2CC=CCC2C(=O)O)cc1 (configuration not stated)	-17	i
O=C(NC1CC1)C1CCCN1S(=O)(=O)c1ccc2ccccc2c1 (configuration not stated)	-38	i
CCN(C(=O)C(C)N1C(=O)/C(=C/c2ccco2)SC1=S)C1CCS(=O)(=O)C1 (configuration not stated)	-2	i
CSc1ccc(C2=CC(=O)C[C@H](c3ccc(F)cc3)C2)cc1	-25	·
N#C/C(=N/O)c1nc(-c2ccc(F)cc2)cs1	10	i
CC(C)(C)C(=O)OCc1nc(-c2ccc3c(c2)OCCO3)cs1	-27	i
CCc1noc(C)c1C(=O)Nc1cc(S(=O)(=O)N(CC)CC)ccc1N1CCOCC1	-26	i
NC(=O)c1ccc(NC(=O)CN2CCN(S(=O)(=O)c3ccc4ccccc4c3)CC2)cc1	-1	·
Cc1nc(NS(=O)(=O)c2ccc(Cl)s2)c2c3c(sc2n1)CCCC3	-23	i
Cc1n[nH]c(C)c1Cc1c(F)cccc1Cl	-15	i
CCc1cccc(CC)c1NC(=O)COC(=O)C1(c2ccc(Cl)cc2)CCCC1	-21	i
O=C(Cn1nnc(-c2ccc(Cl)cc2)n1)NC1CCN(Cc2ccccc2)CC1	-31	i
CCOC(=O)N1CCN(c2c(N3CCN(C(=O)OCC)CC3)c(=O)c2=O)CC1	-4	i
Cc1occc1C(=O)NCc1ccccc1F	-26	i
COc1cc([N+](=O)[O-])ccc1NC(=O)COC(=O)c1ccc(NC(N)=O)cc1	-5	i
Cc1cc(C(=O)N2CCCC(C(=O)c3ccc4ccccc4c3)C2)nn1C (configuration not stated)	-27	i
C[C@@H](NC(=O)Cn1ccc(NC(=O)OCc2ccccc2)nc1=O)c1cccc2ccccc12	2	·
CC(=O)c1ccc(N2CCN(C(C)C(=O)NC3CCCc4ccccc43)CC2)cc1 (configuration not stated)	-21	i
CCn1c(Cc2ccccc2)nnc1SCC(=O)Nc1ccc(N2CCOCC2)c(Cl)c1	-17	i
C=CCOC(=O)COc1ccc2c(C)c(CC)c(=O)oc2c1	-38	i
Cc1ccc(C)c(Oc2coc3cc(OCC(=O)Nc4ccccc4C(C)C)ccc3c2=O)c1	-19	i
COC(=O)COc1ccc(S(=O)(=O)N2CCN(c3ccccc3F)CC2)cc1	-20	i
CC(=O)C1=C(C)NC(SCC(=O)c2ccc(Cl)c(Cl)c2)=C(C#N)C1c1ccco1 (configuration not stated)	-12	i

An excerpt from above in order of SMILES length, smallest number first:
SMILES	OX1R antag	CHT PAM
C=CCn1c(-c2sccc2C)n[nH]c1=S	-18	i
O=C(Nc1nc2c(s1)CCCC2)c1cccs1	-27	i
COc1cccc(NC(=O)C(=O)N2CCOCC2)c1	-8	i
COc1ccc2c(c1)OC(O)(C(F)(F)F)CC2=O (configuration not stated)	-5	i
CCOc1ccc(NC(=O)C2CC=CCC2C(=O)O)cc1 (configuration not stated)	-17	i
CC(CC(=O)Nc1nc2ccccc2[nH]1)c1ccccc1 (configuration not stated)	-25	i
CSc1ccc(NC(=O)Nc2cccn(Cc3ccccc3)c2=O)cc1	-7	i
O=C(NC1CC1)C1CCCN1S(=O)(=O)c1ccc2ccccc2c1 (configuration not stated)	-38	i
Cc1cc(C(=O)N2CCCC(C(=O)c3ccc4ccccc4c3)C2)nn1C (configuration not stated)	-27	i
COC(=O)COc1ccc(S(=O)(=O)N2CCN(c3ccccc3F)CC2)cc1	-20	i
O=C(Nc1ccccc1C(=O)N1CCOCC1)c1ccc([N+](=O)[O-])cc1	-14	i
CCn1c(Cc2ccccc2)nnc1SCC(=O)Nc1ccc(N2CCOCC2)c(Cl)c1	-17	i
C[C@H]1C=C(C(=O)NCc2ccccc2)O[C@@H](OCc2ccc(CO)cc2)C1	-8	i
Cc1ccc(C)c(Oc2coc3cc(OCC(=O)Nc4ccccc4C(C)C)ccc3c2=O)c1	-19	i
NC(=O)c1ccc(NC(=O)CN2CCN(S(=O)(=O)c3ccc4ccccc4c3)CC2)cc1	-1	·
C[C@@H](NC(=O)Cn1ccc(NC(=O)OCc2ccccc2)nc1=O)c1cccc2ccccc12	2	·
COC(=O)C1=C(C)N(Cc2ccccc2)C(=NCCc2cccnc2)N[C@H]1c1ccc(Br)cc1	13	·
CC(=O)N1CCc2cc(S(=O)(=O)NC(CC(C)C)C(=O)N3CCn4c3nc3ccccc34)ccc21 (configuration not stated)	-36	i
Cc1ccc(C(=O)Nc2ccc(C(=O)O)cc2)cc1S(=O)(=O)Nc1cccc([N+](=O)[O-])c1	-9	i
C[C@]12C(=O)N(c3ccc(F)cc3)C(=O)N1[C@@H]1c3ccccc3OC[C@@H]1[C@H]2c1ccccc1	-19	i

Carrying on:
SMILES	OX1R antag	CHT PAM
CCOc1ccc(S(=O)(=O)N(CC)CC(=O)NCc2ccccn2)cc1C	-31	i
COCCNC(=O)C(c1ccc(O)cc1)N(Cc1ccccc1)C(=O)CCC(=O)Nc1ccccn1 (configuration not stated)	0	i
COC(=O)c1c(C)[nH]c(C(=O)NCc2ccco2)c1C	-12	i
CC1=CSC2=NC(=O)/C(=C/c3cccc(OC(=O)c4ccco4)c3)C(=N)N12	0	i
COc1ccc(Cc2nnn(CC(=O)O)n2)cc1	-8	i
CCOc1ccc(CN2CCN(Cc3cccc4c3OCO4)CC2CCO)cc1 (configuration not stated)	-11	i
Cc1ccc(S(=O)(=O)N2CCC(C(=O)Nc3ccccc3N3CCCCC3)CC2)cc1C	-23	i
COc1cccc(CN(C)C(=O)c2cc(COc3ccc(-n4cncn4)cc3)on2)c1	13	i
c1ccc2sc(N3CCN(Cc4nnnn4CC4CCCO4)CC3)nc2c1 (configuration not stated)	2	i
CCOc1ccc(S(=O)(=O)/N=C(/Nc2ccc(S(N)(=O)=O)cc2)c2ccccc2)cc1	4	·
CCC(CC)C(=O)N1CC(=O)Nc2ccc(F)cc2C1c1ccc(F)cc1 (configuration not stated)	-29	i
CCS(=O)(=O)N1CCN(c2ncnc3sc(C)c(C)c23)CC1	-22	i
CCOc1ccc(C(=O)NCC(c2cccs2)N(C)C)cc1OCC (configuration not stated)	-14	i
O=C(/C=C/c1cccs1)N1CCC2(CC1)Oc1ccc(F)cc1C(=O)C21CC(c2ccc(Cl)cc2)=NO1 (configuration not stated)	-11	i
Cc1[nH]c2ccccc2c1C(O)CN1CCC2(CC1)OCCO2 (configuration not stated)	-11	i
C=CCc1cc(C)ccc1OCC(O)CN1CCN(c2ccccc2)CC1 (configuration not stated)	-15	i
CCOC(=O)CNC=C(C(=O)OCC)C(=O)OCC	-18	i
CC(=O)Nc1ccc(-c2ccc(NC(C)=O)cc2)cc1	8	i
Cc1nnc(SCc2nc3ccccc3s2)n1N	-11	i
S=C(Nc1cccnc1)N1CCCCC1	-2	i
COc1ccc(OCC(O)CN2C(=O)c3ccccc3C2=O)cc1 (configuration not stated)	-12	i
O=C(Nc1cccc(C(=O)N2CCOCC2)c1)c1cncc(Br)c1	-6	i
CC(NC(=O)c1ccccc1)c1nc2ccccc2n1Cc1ccccc1F (configuration not stated)	-20	i
CCCC1Nc2ccc(C(=O)O)cc2C2C=CCC12 (configuration not stated)	-5	i
CN(C)CCCN(C(=O)COc1ccccc1)c1nc2cc3c(cc2s1)OCO3	-7	i
COc1ccc(-c2n[nH]c3c2C(c2ccc(OC)c(OC)c2)N(c2ccccc2)C3=O)cc1 (configuration not stated)	-42	i
CC1=NN(C(C#N)c2ccc(F)cc2)C(C)(C)C1 (configuration not stated)	3	i
CCS(=O)(=O)N1CCN(C(=O)CC(C)C)CC1	7	i
CC(NC(=O)c1ccnn1C)C1CCCO1 (configuration not stated)	3	i
Cc1ccc(C(=O)c2c[nH]cc2-c2ccccc2)cc1	-18	i
